PfHsp40 yeast: compounds rescuing yeast from Plasmodium falciparum HSP40 toxicity; 340,000 compounds, 0.68% hits; growth rescue, % at 12.5 µM; S. cerevisiae expressing PfHsp40, growth rescue, ATP luminescence; in the data active = growth rescue above about 28%, passing the limit was not always enough; inconclusive = no clear call, values can overlap the other calls;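 also: yeast W303a lacking pdr1 and pdr3 grown in galactose medium; growth measured after three days at 30 °C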
Y pestis TopoI: inhibitors of Yersinia pestis topoisomerase I. Y. pestis Topo-I cleavage product accumulation, plate reader. activity, % at 10 µM. 360,000 compounds, 0.064% hits. AID 504884; in the data active = activity above about 50%, passing the limit was not always enough; inconclusive = no clear call, values can overlap the other calls; also: inactives centre near 2
BoNT-A LC inh2: blocks Botulinum neurotoxin A light chain protease. 360,000 compounds, 0.17% hits. AID 588499. inhibition, % at 10 µM. multiplex microsphere protease substrate cleavage, flow cytometry; also: plate controls were buffer without enzyme for full effect and enzyme alone for no effect
FadD28 binding: M. tuberculosis FadD28 bisubstrate binding inhibition; FadD28 bisubstrate probe binding, fluorescence polarization; inhibition, % at 12.5 µM; 360,000 compounds, 0.22% hits; AID 588549; in the data active = inhibition above about 8.5%, passing the limit was not always enough; inconclusive = no clear call, values can overlap the other calls
PrPC surface inh: cell surface PrPC inhibition, primary TR-FRET screen. P04156. TR-FRET read-out. inhibition, % at 13.8 µM. 370,000 compounds, 0.43% hits; in the data active = inhibition above about 24%; also: 0% = median of the test wells and 100% = reference compound wells
BoNT-F LC inh: inhibitors of Botulinum neurotoxin F light chain protease. inhibition, % at 10 µM. AID 588497. Multiplex microsphere protease cleavage assay, flow cytometry. 360,000 compounds, 0.22% hits; in the data active = inhibition above about 35%, passing the limit was not always enough; inconclusive = no clear call, values can overlap the other calls; also: plate controls were buffer without enzyme for full effect and enzyme alone for no effect
CCHFV vOTU inh: CCHFV vOTU protease inhibition | Pep-AMC fluorescence | inhibition, % at 11.5 µM | 370,000 compounds, 0.55% hits; in the data active = inhibition above about 30%; also: 0% = vehicle wells with enzyme and 100% = no enzyme wells
TcdB inh: TcdB glycohydrolase inhibition; inhibition, % at 9.99 µM; TcdB glycohydrolase enzymatic assay, plate reader; P18177; 350,000 compounds, 0.24% hits; in the data active = inhibition above about 10%
Anthrax LF inh2: blocks Bacillus anthracis lethal factor protease; multiplex microsphere protease cleavage assay, LF; inhibition, % at 10 µM; 360,000 compounds, 0.12% hits; also: plate controls were buffer without enzyme for full effect and enzyme alone for no effect
Active calls of the source: *; ? = inconclusive; nt = not tested or not shown; & = joins results of further samples. Rule as the data show it, unless noted: active = inhibition above about 30%; inconclusive = no clear call, values can overlap the other calls; inactive = below that.

1: CSc1ccccc1NC(=O)COC(=O)c1ccc(-n2nc(C)cc2C)cc1
2: CC(C)(C)c1cc(NC(=O)CCSc2nnc3ccccn23)cc(C(C)(C)C)c1
3: COc1cccc(C(=O)NC(=S)Nc2ccc(Cl)c(C(=O)O)c2)c1
4: CC(=O)Oc1ccc(/C=C2\N=C(C3CCCCC3)OC2=O)cc1
5: COc1ccc2oc(C(=O)Nc3nccs3)c(C)c2c1
6: O=c1cc(CO)occ1OCc1cccc(F)c1
7: N#CCSc1nnc(C2CCCCC2)n1-c1ccccc1
8: CCC(C)[C@H](NC(=O)N1CCn2c1nc1ccccc12)C(=O)NCCc1ccc(OC)c(OC)c1 (stereo not given in full)
screen / no.	1	2	3	4	5	6	7	8
PfHsp40 yeast	0.9	-0.7	-0.7	-0.6	-0.2	0.5	-0.2	-0.8
Y pestis TopoI	34	1	-1	-1	1	2	6	17
BoNT-A LC inh2	2.0	-0.1	0.8	-0.8	2.8	?	-0.3	-0.7
FadD28 binding	nt	-2.9	-3.1	1.9	-2.4	-5.5	0.7	-0.2
PrPC surface inh	5	0	1	-6	0	-3	3	-5
BoNT-F LC inh	4	7	-5	0	?	0	2	0
CCHFV vOTU inh	19	7	10	-1	-6	2	5	2
TcdB inh	-3.1	nt	nt	-0.3	1.6	nt	nt	0.5
Anthrax LF inh2	-6	-2	3	-1	-1	-1	1	0

9: CC1(C)CC(=O)C=C(Nc2ccccc2C#N)C1
10: CCc1ccccc1N1C(=O)C(Cl)=C(N2CCOCC2)C1=O
11: COc1ccccc1CNC(=O)COC(=O)C1CCN(c2ccc(C(F)(F)F)cn2)CC1
12: C/C(=N\NC(=O)c1ccncc1)c1cccs1
13: COCCNC(=O)c1onc(CSc2cccc(OC)c2)c1C(=O)O
14: Cc1ccc(CNc2ccc(N3CCOCC3)c(C(=O)O)c2)s1
15: O=C(Nc1ccccc1N1CCCC1)C1CCN(C(=O)c2ccc(Cl)cc2)CC1
16: N#Cc1nc(-c2ccco2)oc1N1CCC(Cc2ccccc2)CC1
screen / no.	9	10	11	12	13	14	15	16
PfHsp40 yeast	0.0	-0.6	0.5	0.5	-1.3	-1.1	0.8	6.6
Y pestis TopoI	-1	5	41	1	1	-1	13	33
BoNT-A LC inh2	-1.8	3.9	4.5	-0.8	-0.5	nt	2.2	-0.9
FadD28 binding	-2.0	-3.9	-2.9	-3.7	-1.5	-0.8	-1.0	-1.6
PrPC surface inh	3	0	1	-1	-8	-3	5	4
BoNT-F LC inh	?	10	4	-6	-2	nt	-1	-14
CCHFV vOTU inh	-6	4	44*	-8	9	-7	9	10
TcdB inh	1.2	0.9	-0.1	-0.3	-1.7	nt	1.3	nt
Anthrax LF inh2	-2	-5	-1	-3	-3	nt	1	-7

Part of the list above, reformatted:
no. | Compound | PfHsp40 yeast | Y pestis TopoI | BoNT-A LC inh2 | FadD28 binding | PrPC surface inh | BoNT-F LC inh | CCHFV vOTU inh | TcdB inh | Anthrax LF inh2
6 | O=c1cc(CO)occ1OCc1cccc(F)c1 | 0.5 | 2 | ? | -5.5 | -3 | 0 | 2 | nt | -1
7 | N#CCSc1nnc(C2CCCCC2)n1-c1ccccc1 | -0.2 | 6 | -0.3 | 0.7 | 3 | 2 | 5 | nt | 1
8 | CCC(C)[C@H](NC(=O)N1CCn2c1nc1ccccc12)C(=O)NCCc1ccc(OC)c(OC)c1 (stereo not given in full) | -0.8 | 17 | -0.7 | -0.2 | -5 | 0 | 2 | 0.5 | 0
9 | CC1(C)CC(=O)C=C(Nc2ccccc2C#N)C1 | 0.0 | -1 | -1.8 | -2.0 | 3 | ? | -6 | 1.2 | -2
10 | CCc1ccccc1N1C(=O)C(Cl)=C(N2CCOCC2)C1=O | -0.6 | 5 | 3.9 | -3.9 | 0 | 10 | 4 | 0.9 | -5
11 | COc1ccccc1CNC(=O)COC(=O)C1CCN(c2ccc(C(F)(F)F)cn2)CC1 | 0.5 | 41 | 4.5 | -2.9 | 1 | 4 | 44* | -0.1 | -1
12 | C/C(=N\NC(=O)c1ccncc1)c1cccs1 | 0.5 | 1 | -0.8 | -3.7 | -1 | -6 | -8 | -0.3 | -3
13 | COCCNC(=O)c1onc(CSc2cccc(OC)c2)c1C(=O)O | -1.3 | 1 | -0.5 | -1.5 | -8 | -2 | 9 | -1.7 | -3
14 | Cc1ccc(CNc2ccc(N3CCOCC3)c(C(=O)O)c2)s1 | -1.1 | -1 | nt | -0.8 | -3 | nt | -7 | nt | nt
15 | O=C(Nc1ccccc1N1CCCC1)C1CCN(C(=O)c2ccc(Cl)cc2)CC1 | 0.8 | 13 | 2.2 | -1.0 | 5 | -1 | 9 | 1.3 | 1

Additional results:
17: C[C@H](CO)N1C[C@H](C)[C@@H](CN(C)Cc2ccc(-c3ccccc3)cc2)Oc2c(NC(=O)c3ccncc3)cccc2C1=O
18: O=C1CSC(=S)N1N=Cc1ccc(Cl)s1
19: O=C(c1ccccc1)c1cc2c(cc1[N+](=O)[O-])OCCO2
20: Cc1nn(C)c(C)c1S(=O)(=O)N1CCC(C(=O)NC2CCCCC2)CC1
21: Cc1ccc(C(=O)Nc2ccncc2)cc1S(=O)(=O)N1CCCCC1
22: c1ccc2c(N3CCNCC3)cccc2c1
23: Cc1cc(Nc2nc(Cl)c(Cl)cc2Cl)n(-c2ccccc2)n1
24: C/C(=N\NC(=O)C1COc2ccccc2O1)c1ccc(Cl)s1 (stereo not given)
screen / no.	17	18	19	20	21	22	23	24
PfHsp40 yeast	1.1	1.1	1.4	0.3	nt	3.1	0.2	-0.6
Y pestis TopoI	26	-2	5	4	-2	-17	9	6
BoNT-A LC inh2	-0.1	5.6	-0.7	-0.3	0.3	-0.2	-1.1	-0.4
FadD28 binding	-2.3	-0.9	nt	-3.2	-6.7	-1.5	-1.4	-0.9
PrPC surface inh	6	-3	-2	10	14	7	0	4
BoNT-F LC inh	-3	-7	-1	-1	-7	-18	3	-4
CCHFV vOTU inh	-2	8	11	6	2	7	-8	-18
TcdB inh	0.2&0.3	0.4	0.1	nt	0.6	0.2	nt	-2.0
Anthrax LF inh2	-2	4	0	0	-2	-5	-4	-4

25: Cc1c(Cl)cccc1-n1c(SCC(=O)NCc2cccs2)nnc1-c1ccncc1
26: CCCC(=O)Nc1ccc(C(=O)N/N=C/c2cccnc2)cc1
27: O=C(CN1CCOCC1)Nc1ncc(Cc2cccc3ccccc23)s1
28: CCn1c(Sc2ccc([N+](=O)[O-])cn2)nnc1-c1ccco1
29: C/C=C/c1ccc(OCCn2nnc3ccccc32)c(OC)c1
30: FC(F)(F)c1cc(Oc2ccccc2)ncc1-c1nnc(-c2ccccc2Cl)o1
31: CC(NC(=O)c1cccc(Cn2cc([N+](=O)[O-])cn2)c1)c1ccc(C(C)(C)C)cc1 (stereo not given)
32: COc1cc(NC(=O)CC(C)n2ccnc2)cc(OC)c1 (stereo not given)
screen / no.	25	26	27	28	29	30	31	32
PfHsp40 yeast	0.2	-0.7	2.3	-0.5	1.1	-0.7	0.1	-0.7
Y pestis TopoI	17	-6	17	-5	11	-2	23	-2
BoNT-A LC inh2	-0.5	?	0.7	-0.4	-1.3	-6.5	-0.9	2.1
FadD28 binding	-0.3	-3.3	-2.9	0.0	-3.8	-15	-5.3	1.8
PrPC surface inh	3	-4	1	7	2	-1	-2	-1
BoNT-F LC inh	-4	-1	2	2	7	?	-3	15
CCHFV vOTU inh	-11	1	-11	2	10	-6	3	-12
TcdB inh	nt	nt	1.0	-5.6	-0.3	-0.5	-0.3	0.3
Anthrax LF inh2	3	0	-1	-2	2	-3	0	7

33: Cc1ccccc1C(=O)Nc1ccccc1Sc1ccccc1
34: Cc1ccc2c(c1)c(=O)c(Br)c(C)n2Cc1ccccc1
35: COCCn1c(=S)[nH]c2cc(C(=O)N3CCc4ccccc4C3)ccc2c1=O
36: CCCc1nnc(-c2ccc(OC)cc2)o1
37: C/C(=N\NC(=O)c1ccccn1)C12CC3CC(CC(C3)C1)C2
38: Cc1nc(NS(=O)(=O)c2ccccc2)sc1NC(=O)Nc1ccccc1
39: COc1cc2c(cc1OC)CC(=O)NC=C2
40: CC(=O)N1CCN(S(=O)(=O)c2ccccc2)C1c1ccccc1 (stereo not given)
screen / no.	33	34	35	36	37	38	39	40
PfHsp40 yeast	3.7	0.6	-2.6	-0.8	-1.8	3.5	-2.8	-0.5
Y pestis TopoI	0	?	1	1	3	1	9	9
BoNT-A LC inh2	-0.1	1.2	-1.6	0.4	-0.5	-1.6	-0.4	-0.7
FadD28 binding	-4.3	-4.6	-2.5	-3.0	-2.4	0.5	-1.6	0.8
PrPC surface inh	-1	0	3	6	-5	-3	7	7
BoNT-F LC inh	-4	19	-8	6	-1	1	-3	8
CCHFV vOTU inh	7	3	1	18	-10	-7	-5	-6
TcdB inh	nt	nt	-0.1	-3.4	nt	-1.5	-0.1	nt
Anthrax LF inh2	-5	9	-1	-1	-3	-3	-1	-11

41: O=C(Nc1ccccc1N1CCCC1)c1ccc(F)c(S(=O)(=O)N2CCOCC2)c1
42: COc1cccc(NC(=O)C2(C)CCN2Cc2ccc(-c3ccccc3)o2)c1 (stereo not given)
43: COC(=O)CSc1nc2c(c(-c3ccc(C)o3)c1C#N)CCCC2
44: COc1ccc(-c2noc(CCC(=O)NCCCN3CCN(c4ccc(F)cc4)CC3)n2)cc1
45: CCNC(=O)C1(C)CCCN1Cc1cccc(C(F)(F)F)c1 (stereo not given)
46: COc1ccc(-c2ncc(CN3CCC(CO)(Cc4cccc(OC)c4)CC3)cn2)cc1
47: COc1cc(CN2CCC(C(=O)N3CCCC(C)C3)CC2)cc(OC)c1O (stereo not given)
48: COc1ccc(CNC(=O)CN(Cc2ccccc2Cl)C(=O)c2csnn2)cc1
screen / no.	41	42	43	44	45	46	47	48
PfHsp40 yeast	-0.8	nt	1.7	0.9	nt	-2.2	-0.2	-0.3
Y pestis TopoI	-8	24	-6	-1	-2	10	-4	2
BoNT-A LC inh2	-1.1	-0.6	-0.5	0.2	0.3	0.2	-0.1	-2.6
FadD28 binding	-2.7	-4.0	-0.1	-4.1	-1.0	-6.0	-2.8	-1.1
PrPC surface inh	1	6	8	7	-3	3	3	-1
BoNT-F LC inh	-17	-3	-6	-3	3	-2	-6	-6
CCHFV vOTU inh	-4	8	-10	3	-5	-9	14	-1
TcdB inh	0.4	-0.4	nt	1.8	1.0	-0.1	nt	2.9
Anthrax LF inh2	-1	-6	-4	-3	-1	-9	1	4

49: CCCCCCN1C=CC(=C/C=C(\C#N)C(=O)OCC)C=C1
50: Cc1nc(CC(C)C)cc(C(=O)N2CCCC(CNS(=O)(=O)c3cccs3)C2)n1 (stereo not given)
51: COc1ccc(CCNC(=O)c2ccc3ccccc3n2)cc1OC
52: O=C(C[n+]1ccccc1)c1ccc(Cl)cc1
53: CC(=O)c1c(-c2ccccc2)c2ccccc2[nH]c1=O
54: Cn1cc(S(=O)(=O)N2CCN(c3ccc(F)cc3)CC2)c(=O)n(C)c1=O
55: CCOc1ccccc1NS(=O)(=O)c1cc2c3c(c1)CC(=O)N3CCC2
56: CCOC(=O)Cc1csc(NC(NC(=O)CC)(C(F)(F)F)C(F)(F)F)n1
screen / no.	49	50	51	52	53	54	55	56
PfHsp40 yeast	2.6	-0.8	2.2	-0.4	-1.8	-1.2	0.1	-0.2
Y pestis TopoI	-16	-1	6	-4	-6	3	-5	-4
BoNT-A LC inh2	-10	0.5	-1.7	-1.4	0.3	-0.1	-0.6	1.0
FadD28 binding	1.3	-0.5	-4.5	1.4	-4.2	0.9	1.0	-1.6
PrPC surface inh	-46	-3	2	-1	-5	0	4	8
BoNT-F LC inh	-16	1	-5	7	0	4	-8	?
CCHFV vOTU inh	9	12	-6	-11	-5	-5	-5	4
TcdB inh	nt	1.5	-1.2	-0.6	0.5	6.3	2.5	nt
Anthrax LF inh2	0	-5	-5	7	-6	-3	-1	-7

Screens as filed in PubChem BioAssay.

Compounds were not picked by outcome. About 2.3% of those tested had a hit in this group.
